ABHD5 PLIN5 PPI = ABHD5-PLIN5 interaction inhibitors, primary screen, cell lysate, split luciferase complementation, luminescence | Perilipin-5 (Homo sapiens) + 1-acylglycerol-3-phosphate O-acyltransferase ABHD5 (Homo … | inhibition, % at 4 µM | Split G. princeps luciferase complementation, 4 h | AID 602281, 2012 | hit rate 0.78% among 360,000;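 active = inhibition above the mean inhibition across every tested compound plus 3 SD, cut at about 22% in these data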;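 note: 0% = DMSO only wells and the 100% control is not disclosed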
NOD2-RIPK2 inh = NOD2-RIPK2 binding disruptors in cells, primary screen, fluorescence, CHO cells, BLA complementation; inhibition, % at 4.98 µM; Receptor-interacting serine/threonine-protein kinase 2 (Homo sapiens), O43353; CCF4 ratio; AID 624267, 2012; hit rate 0.38% among 360,000; in the data active = inhibition above about 21%;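 note: 0% = vehicle only and 100% = reference blocker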
N-glyco inh = increase of ERlucT glycosylation luciferase signal, primary screen, N-linked glycosylation inhibitor project, D54 ERlucT cells, luminescence, set 2. D54 ERlucT glycosylation luciferase reporter, 24 h; percent of 100 nM tunicamycin response. reporter increase, % at 12.5 µM. hit rate 0.23% among 360,000;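 active = mean luciferase reporter signal, scaled so untreated is 0 and the glycosylation-blocking control 100, at or above a set limit in every replicate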;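 note: luciferase carries N-glycosylation sites so blocking glycosylation raises the light; 0% = median of neutral control wells and 100% = median of 100 nM tunicamycin wells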
TLR9-MyD88 inh = inhibitors of TLR9-MyD88 association in cells, primary screen, cell-based, CHO, BLA complementation, fluorescence. Toll-like receptor 9 (Homo sapiens) + Myeloid differentiation primary response protein …. CCF4 FRET ratio. inhibition, % at 4.98 µM. hit rate 0.21% among 340,000. AID 504734, 2011;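 active = inhibition above the mean over all tested compounds plus 3 SD, cut at about 21% in these data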;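 note: 0% = DMSO only wells and 100% = clavulanate BLA inhibitor control wells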
MC4R barr agon = MC4R agonists recruiting beta-arrestin, primary screen, cell-based, luminescence, agonist arm of biased-ligand search; U2OS MC4R beta-arrestin complementation; percent of melanotan II response, DMSO zero; hit rate 0.98% among 360,000; AID 540308, 2011; activation, % at 8.9 µM;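 active = activation above a per-plate cutoff, the mean activation of sample wells on that plate plus 3 SD, cut at about 8% in these data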
Target sequence (P32245 whole entry, looked up): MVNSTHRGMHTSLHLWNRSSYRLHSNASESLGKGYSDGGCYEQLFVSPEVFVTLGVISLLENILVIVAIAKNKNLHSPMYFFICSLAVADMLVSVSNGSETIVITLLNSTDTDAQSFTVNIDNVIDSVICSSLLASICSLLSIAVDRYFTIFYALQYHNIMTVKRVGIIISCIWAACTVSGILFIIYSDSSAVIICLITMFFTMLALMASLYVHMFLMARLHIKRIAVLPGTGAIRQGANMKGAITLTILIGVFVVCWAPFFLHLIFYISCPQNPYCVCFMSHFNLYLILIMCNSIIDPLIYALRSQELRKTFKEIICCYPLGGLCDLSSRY
NCOA2 inhibitor = inhibition of GAL4-SRC2 driven luciferase reporter, primary screen, SRC2 inhibitor project, cell-based, luminescence | Nuclear receptor coactivator 2 (Homo sapiens), Q15596 | HEK293 GAL4-SRC2 luciferase reporter | inhibition, % at 9 µM | hit rate 0.17% among 370,000 | AID 651957, 2012;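 active = inhibition above the mean inhibition of all tested compounds plus 3 SD, set per campaign, cut at about 52% in these data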;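 note: 0% = DMSO treated cells and 100% = cells given Gossypol at 36 µM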
H9c2 protect = cardioprotection against H2O2-induced cell death, primary screen, uHTS, H9c2 cells, ATPLite luminescence; AID 588492, 2011; hit rate 0.63% among 360,000; protection from H2O2 cell death, % at 20 µM; H9c2 cardiomyocytes, H2O2 injury protection, 2 h;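 active = compounds giving at least 50% protection of heart cells from peroxide-induced death in the single-dose screen, raw or plate-pattern-corrected value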;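 note: 0% = DMSO wells with peroxide and 100% = DMSO wells without peroxide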
MC4R antagonist = MC4R antagonists of cAMP signaling, primary screen, cell-based, TR-FRET, antagonist arm of biased-ligand search; hit rate 0.48% among 360,000; MC4R-expressing cells, MTII-stimulated cAMP, LANCE TR-FRET; Melanocortin receptor 4 (Homo sapiens), P32245; inhibition, % at 6.5 µM;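 active = inhibition above its plate's cutoff, the mean of tested wells on that plate plus 3 SD, cut at about 29% in these data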;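 note: 0% = Melanotan II alone and 100% = Melanotan II plus saturating MCL0020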
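System: U2OS cells stably expressing human melanocortin 4 receptor (MC4R). Reagent: Melanotan II challenge after compound preincubation. Doses: 6.5 µM. Times: 30-min compound, 1-h challenge, 1-h detection, room temperature. Measured by: TR-FRET with Eu-cAMP and labeled anti-cAMP, 671 nm. Replicates: singlicate.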
m5-HT2A agonist = mouse Htr2a agonists via beta-arrestin recruitment, primary screen, cell-based, luminescence; activation, % at 7.6 µM; CHO-K1 mHTR2A beta-arrestin complementation; percent of 30 µM serotonin response; hit rate 0.66% among 360,000; 5-hydroxytryptamine receptor 2A (Mus musculus), P35363; AID 624169, 2012;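 active = activation above a run cutoff, the mean activation of all tested compounds plus 3 SD, cut at about 14% in these data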;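 note: 0% = plate median of compound wells and 100% = 30 µM serotonin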
Target sequence (P35363 whole entry, looked up): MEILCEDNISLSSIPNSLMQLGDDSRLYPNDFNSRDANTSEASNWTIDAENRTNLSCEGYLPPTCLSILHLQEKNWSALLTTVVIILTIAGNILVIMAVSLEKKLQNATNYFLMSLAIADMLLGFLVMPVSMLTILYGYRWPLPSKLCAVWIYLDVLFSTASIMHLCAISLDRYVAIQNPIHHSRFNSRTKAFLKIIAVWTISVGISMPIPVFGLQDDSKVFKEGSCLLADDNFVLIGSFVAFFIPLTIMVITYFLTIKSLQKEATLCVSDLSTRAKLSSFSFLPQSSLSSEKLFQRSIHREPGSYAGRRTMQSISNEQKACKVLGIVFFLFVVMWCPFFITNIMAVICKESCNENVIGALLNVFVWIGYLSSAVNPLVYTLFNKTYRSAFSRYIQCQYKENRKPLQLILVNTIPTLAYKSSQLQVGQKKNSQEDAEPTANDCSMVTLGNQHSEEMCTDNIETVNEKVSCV
ABCB6 inh MLPCN = ABCB6 transporter inhibitors, primary screen, K562-ABCB6 cells, flow cytometry, MLPCN library. ATP-binding cassette sub-family B member 6 (Homo sapiens), Q9NP58. fluorescence ratio to DMSO, % at 10 µM. K562-ABCB6 porphyrin accumulation, 1 h; active compounds read low. AID 602162, 2011. hit rate 0.19% among 360,000;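 active = fluorescence ratio to DMSO below 75%, the collection mean minus 3 SD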;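 note: signal is porphyrin accumulated inside mitochondria; 100% equals median channel fluorescence of DMSO control wells; lower ratio means ABCB6 inhibition with less porphyrin fluorescence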
Starred values were filed as active, the others as inactive; nt = not tested or not shown. An excerpt; rates above refer to the full screens.

SMILES	ABHD5 PLIN5 PPI	NOD2-RIPK2 inh	N-glyco inh	TLR9-MyD88 inh	MC4R barr agon	NCOA2 inhibitor	H9c2 protect	MC4R antagonist	m5-HT2A agonist	ABCB6 inh MLPCN
N#Cc1cnc(SCC(=O)N2CCCCC2)nc1N	2	-4	1	-15	-1.7	-33	1	5	3	99
Cc1ccc2c(CC(=O)OCn3nnc4ccccc4c3=O)coc2c1	1	10	1	-1	0.0	-25	-1	5	2	108
c1ccc(OCc2nnc3sc(C4COc5ccccc5O4)nn23)cc1 (stereo not given)	-11	6	0	-5	-0.1	-5	-15	14	0	99
CSc1nc(O)c(C(c2ccc(F)cc2)c2c(O)nc(SC)[nH]c2=O)c(=O)[nH]1	14	-7	-1	nt	-1.4	22	-3	12	0	97
COC(=O)C1CCN(Cc2cn(Cc3ccccc3)nc2-c2cc3ccccc3o2)CC1	16	8	1	-2	0.1	11	8	-3	-8	95
CCOc1ccccc1NC(=O)CN1CCC(C(=O)c2ccc(OC)cc2)CC1	-4	-12	-5	-3	0.3	11	-2	13	1	98
CCCS(=O)(=O)c1c(S(=O)(=O)CCC)c2cnccn2c1C(=O)c1ccc(Cl)cc1	0	-11	3	-9	-1.1	-11	7	6	-5	99
COc1cccc(NS(=O)(=O)c2c(C)cc(C)cc2C)c1	-4	2	-4	-4	1.0	-27	-13	-1	-5	96
COc1cc(/C=C/C(=O)OCc2c(C)noc2C)ccc1OC(F)F	9	2	-3	-4	4.6	0	15	-8	4	89
CCn1cc(S(=O)(=O)NC2CCCCC2)cn1	5	11	2	1	-3.3	2	-2	-3	-2	99
CSc1nnc(C2CCCN(CC(=O)Nc3ccccc3N3CCOCC3)C2)n1C(C)C (stereo not given)	-1	9	1	-9	-1.6	18	5	14	7	94
COc1ccc(CCN(C)C(=S)Nc2ccc(SC(F)F)cc2)cc1OC	-6	0	2	2	1.2	-8	-13	18	-5	99
O=C(NC(=S)Nc1ccccc1N1CCOCC1)c1ccco1	3	2	0	-3	1.6	13	13	9	-1	93
COc1ccc(NC(=S)NNc2ccc(S(=O)(=O)Nc3ccccc3C(=O)O)cc2[N+](=O)[O-])cc1	-5	-5	-2	-13	-4.7	7	-4	-1	-2	102
CN(C)C(CNC(=O)c1cc2ccccc2oc1=O)c1ccccc1 (stereo not given)	-3	2	-6	0	-1.5	-38	9	-2	3	93
Cc1ccc(NC(=O)C(OC(=O)c2ccc(C=O)cc2)c2ccccc2)cc1Cl (stereo not given)	-3	-7	-4	1	0.5	nt	-11	19	-3	94
O=C(O)CSc1nnc(-c2ccccc2Br)n1-c1cccc(C(F)(F)F)c1	-1	-1	2	-1	-1.5	-23	-2	13	-2	101
Cc1cccc(-c2nnn(C/C(N)=N/O)n2)c1	-3	5	3	-7	-2.7	-3	-4	2	-2	98
COc1ccc(NC(C)=O)cc1NS(=O)(=O)c1cn(C)c(=O)n(C)c1=O	1	9	0	0	-0.9	-11	37	5	-2	87
CC1CN(Cc2cc(=O)[nH]c(C3CC3)n2)CC(C)O1 (stereo not given)	2	-4	1	0	-2.6	19	-7	14	-1	97
COc1ccc(/C=N/Nc2nnc(C)n2N)cc1OC	-27	3	7	0	-1.3	-1	0	5	0	97
Cc1sc2nc(CN3CCCCC3)nc(N3CCN(C(=O)c4ccco4)CC3)c2c1C	-2	-9	-3	-6	-3.6	-27	-1	3	1	104
C=CCn1cnc2scc(-c3ccccc3)c2c1=O	-2	4	-1	-5	0.6	-14	-8	2	-2	98
O=C(CCn1c(=O)oc2ccccc21)Nc1ccccc1	-1	-2	1	-3	-1.1	-19	4	-3	-2	97
Cc1ccccc1NC1=NC(=S)N(c2ccccc2)C12CCCCC2	-5	3	5	13	1.5	-3	-12	10	-1	98
(listing goes on)
SMILES	ABHD5 PLIN5 PPI	NOD2-RIPK2 inh	N-glyco inh	TLR9-MyD88 inh	MC4R barr agon	NCOA2 inhibitor	H9c2 protect	MC4R antagonist	m5-HT2A agonist	ABCB6 inh MLPCN
Cc1ccc(N2C(=O)C(Cl)=C(N3CCOCC3)C2=O)cc1Cl	13	-5	10	-4	-0.4	-17	-4	8	0	101
CNCCCOc1ccc(C)cc1Br	-8	-3	-2	-8	-1.1	9	5	0	-7	91
CCCc1cc(=O)oc2cc(C)cc(OC(C)C(=O)NCCN3CCOCC3)c12 (stereo not given)	3	-10	-1	-17	-1.3	-14	-2	15	-5	107
CC1CCCCC12NC(=O)N(CC(=O)N1CCN(Cc3ccc(C#N)cc3)CC1)C2=O (stereo not given)	9	4	-1	-6	-0.4	-30	-6	-1	5	93
CCOC(=O)c1cnn(-c2ccccc2)c1NC(=O)c1ccccc1	4	-107	1	-7	-1.2	10	-4	-1	3	98
COCCn1c(SCC(=O)NC(=O)NC2CCCC2)nc2ccccc2c1=O	-8	2	1	2	-2.6	-12	-10	20	2	95
CCOc1ccc(S(=O)(=O)N2CCCCC2)cc1NC(=O)CN1C(=O)NC(C)(c2ccccc2)C1=O (stereo not given)	-5	-3	-1	8	-1.4	-16	0	7	-1	94
Cc1ccc(C(=O)CCNc2ccc(Cl)cc2)o1	-4	-6	-2	3	-2.8	-38	-8	6	1	123
CN(C)c1ccc(NC(=O)C2C3C=CC(C3)C2C(=O)O)cc1 (stereo not given)	-4	-7	-13	-6	0.1	-16	-14	-7	-3	108
CCOC(=O)c1cnc(-n2nc(C)cc2C)nc1Nc1ccc(C)cc1	3	-7	0	-3	0.8	-8	14	-8	0	98
CCOc1ccc(-n2c(=O)[nH]c3sc4c(c3c2=O)CCCC4)cc1	2	-137	3	-3	-1.0	13	4	1	-4	98
COc1cccc(CNC(=O)C2(C)CCCN2C(=O)C(C)C)c1 (stereo not given)	3	4	-8	nt	0.1	4	10	9	-5	91
CC(C)NC(=O)CN1C(=O)CSc2ccc(S(=O)(=O)N3CCCC3)cc21	2	-2	2	-3	-0.4	9	1	2	5	100
N#C/C(=C\c1cccs1)c1nc2ccccc2[nH]1	4	-3	-3	-2	-1.5	-39	-6	-17	1	98
COc1ccc(CCNc2ccc(C)cc2)cc1	0	-10	-1	4	0.8	-3	-11	8	3	101
COc1ccc2cc3cc(C(=O)NCCN4CCc5ccccc5C4)sc3nc2c1	0	-13	1	-6	-0.5	0	5	8	14	106
CCOC(=O)C1CCCN(C(=O)c2ccc(N(C)C)cc2)CC1 (stereo not given)	-1	-8	3	nt	-0.5	-14	1	6	1	99
CC(C)(C)c1cc(C(=O)N/N=C/c2ccc(F)cc2)n(-c2ccccc2)n1	-1	-3	-4	12	0.2	0	-2	13	0	95
O=C(O)c1ccc(S(=O)(=O)c2ccc3c(c2)C(=O)N(c2ccc(Br)cc2)C3=O)cc1	5	-6	0	7	-0.9	-50	2	12	8	98
CC(C)c1ccc(/C=N/NC(=O)CN(c2cccc(Cl)c2Cl)S(C)(=O)=O)cc1	-3	0	-2	-3	22*	-25	-27	0	-2	98
CCOc1ccc(NC(=O)CN2CCN(c3ccccc3C)CC2)cc1S(=O)(=O)N1CCCC1	-11	-1	-2	3	-2.0	11	-4	3	-13	98
N#Cc1ccccc1OCC(=O)Nc1ccccc1C(=O)NC1CC1	-1	-1	-1	-12	-2.1	9	3	10	-8	97
CCOC(=O)c1cnc2ccc(C)cc2c1OCc1cc(F)cc(F)c1	1	-18	-10	-2	-1.2	1	10	7	-3	104
O=S(=O)(c1cccc2nsnc12)N1CCN(C/C=C\c2ccccc2)CC1	3	12	-1	-8	-2.0	15	-7	6	-6	100
O=C(Nc1c(Cl)cc(Cl)cc1C(=O)NCCN1CCOCC1)c1cccc([N+](=O)[O-])c1	-1	-10	3	9	-2.2	-5	-2	-8	-4	97
Other compounds:
SMILES	ABHD5 PLIN5 PPI	NOD2-RIPK2 inh	N-glyco inh	TLR9-MyD88 inh	MC4R barr agon	NCOA2 inhibitor	H9c2 protect	MC4R antagonist	m5-HT2A agonist	ABCB6 inh MLPCN
Cc1ccc(S(=O)(=O)N2[C@@H](c3ccccc3F)C(C(=O)O)=CC[C@H]2c2ccc(C(C)C)cc2)cc1	4	7	1	-5	0.5	-26	2	16	4	99
CCCCC1S/C(=N/N=C/c2ccco2)NC1=O (stereo not given)	-5	-1	1	-1	0.8	-16	6	15	1	100
Cc1cccn2c(/C=N/OCc3ccc(F)cc3)c(-c3ccc(Cl)cc3)nc12	16	2	0	4	-1.9	-41	-16	-2	-3	98
CCOC(=O)CNC(=S)N1CCn2c(nc3ccccc32)C1	4	-7	1	-6	0.2	9	1	8	2	98
COC1CCN(C(=O)c2ccc(OC3CCN(Cc4ccccn4)CC3)cc2)CC1	1	-6	0	-4	-1.0	22	5	15	2	96
COCCNC(=O)C1CCCN(C(=O)c2ccc(F)c(C)c2)CC1 (stereo not given)	-6	-14	1	nt	0.7	-18	6	5	0	98
O=C(O)C1C2CCC(O2)C1C(=O)Nc1cnn(Cc2ccccc2)c1 (stereo not given)	-4	-6	1	-2	-1.3	-33	6	-4	-2	97
O=C1OC(Cc2ccccn2)C(=O)C1=C1SCCS1 (stereo not given)	-4	-12	2	-1	1.1	-32	12	1	0	100
COc1cccc2c(=O)cc(C)n(CC(=O)Nc3cccc(C)c3)c12	5	-6	0	6	-1.0	-8	-22	5	4	96
Cc1ccc(-n2c(C)nc3c(cnn3-c3ccc(F)cc3)c2=O)cc1	-3	-1	0	-3	0.8	-17	-23	-4	1	111
COc1cc(/C=N\NC(=O)c2ccc(Cl)cc2)ccc1Oc1ccc([N+](=O)[O-])cn1	-6	-2	1	8	2.7	3	-4	20	-4	84
COc1ccc(OC)c(/C=C/C(=O)Nc2ccc(OC)nc2)c1	-1	-11	0	1	-0.6	-4	12	2	-2	85
C=CCN(c1ccc(F)cc1)S(=O)(=O)c1cc(C(=O)OCC(=O)N(C)C2CCS(=O)(=O)C2)ccc1Cl (stereo not given)	0	-4	2	-1	0.8	-12	1	12	2	94
C=CS(=O)(=O)N(Cc1ccccc1Br)[C@H](CO)CC(C)C	-4	-6	-3	1	0.9	26	-4	3	0	91
CCC(=O)N1CCc2cc(Br)cc(S(=O)(=O)N(C)c3ccc(OC)cc3OC)c21	-5	-6	1	6	-1.8	-4	3	8	-2	100
